RXFP1 antagonist: antagonists of human relaxin receptor RXFP1 | Q9HBX9 | HEK293-RXFP1, relaxin-stimulated cAMP HTRF, 30 min; stronger effect = lower value | activity change, negative = inhibition, % at 57.5 µM | 350,000 compounds, 0.59% hits | AID 1259400;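 active means activity change of -60% or lower, but not beyond a set lower limit; inconclusive means change between -60% and -40%, or beyond the set limit; inactive means change above -40%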; further: on the % scale 0 is the no-effect control and ±100 the full control effect
Pol kappa inh: inhibitors of human DNA polymerase kappa. Q9UBT6. purified Pol kappa, fluorescent DNA synthesis assay, 10 min. Potency, µM (top dose mostly 107 µM), for inactives: at the top dose activity, negative = inhibition, hits mostly inhibitors. 400,000 compounds, 0.53% hits. AID 588579; further: potency means the concentration at half of the fitted maximal effect; on the % scale 0 is the no-effect control and ±100 the full control effect
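Kinetic fluorescence readout at 0 and 10 min followed reaction start with substrate at 50 nM final. Beforehand, enzyme (10 nM Pol kappa) stood 15 min with compound at room temperature; buffer-only wells were negative controls.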
Pol iota inh: DNA polymerase iota (human) inhibition; Q9UNA4; AID 588590; Potency, µM (top dose mostly 115 µM), for inactives: top-dose activity, negative = inhibition, actives largely listed as inhibitors; 390,000 compounds, 1% hits; Pol iota fluorescent replication assay, 10 min; further: potency means the concentration at half of the fitted maximal effect
Target sequence (Q9UNA4 whole entry, looked up): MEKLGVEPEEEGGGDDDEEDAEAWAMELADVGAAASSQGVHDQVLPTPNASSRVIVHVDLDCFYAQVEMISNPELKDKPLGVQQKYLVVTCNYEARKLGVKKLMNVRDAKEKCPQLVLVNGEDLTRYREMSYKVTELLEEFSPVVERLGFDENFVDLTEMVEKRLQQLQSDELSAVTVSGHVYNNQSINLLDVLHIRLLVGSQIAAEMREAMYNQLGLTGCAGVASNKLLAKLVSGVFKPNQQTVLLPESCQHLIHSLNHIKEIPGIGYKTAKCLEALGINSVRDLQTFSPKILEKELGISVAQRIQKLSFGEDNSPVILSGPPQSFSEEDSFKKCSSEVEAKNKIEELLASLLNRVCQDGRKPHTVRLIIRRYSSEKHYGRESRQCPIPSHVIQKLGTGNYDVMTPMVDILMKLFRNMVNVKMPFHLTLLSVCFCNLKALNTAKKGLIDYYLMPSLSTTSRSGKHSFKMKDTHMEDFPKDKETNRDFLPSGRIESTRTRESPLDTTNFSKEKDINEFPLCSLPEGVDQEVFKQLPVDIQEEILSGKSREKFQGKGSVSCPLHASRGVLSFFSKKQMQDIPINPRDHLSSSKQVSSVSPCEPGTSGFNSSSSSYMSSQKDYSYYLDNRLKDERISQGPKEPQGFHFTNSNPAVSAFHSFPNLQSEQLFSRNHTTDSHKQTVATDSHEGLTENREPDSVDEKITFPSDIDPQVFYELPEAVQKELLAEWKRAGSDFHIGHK
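Fluorescent replication assay read twice, at 0 min and 10 min after adding 50 nM (final) substrate. Enzyme (10 nM) and compounds were first incubated 15 min at room temperature; enzyme-free buffer wells were negative controls.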
APEX1 inh: inhibitors of human APE1 endonuclease. P27695. recombinant APE1, TAMRA/BHQ-2 abasic DNA cleavage fluorescence. 350,000 compounds, 0.35% hits. Potency, µM (series often up to 65.8 µM), inactives show at the highest dose activity change, negative = inhibition, usual class: inhibitors. AID 2517;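 further: potency means the concentration at half of the fitted maximal effect; plate controls were vehicle for no effect and reference inhibitor for full effect; nearly all actives have a fitted effect of over 55% in size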
Target sequence (P27695 whole entry, looked up): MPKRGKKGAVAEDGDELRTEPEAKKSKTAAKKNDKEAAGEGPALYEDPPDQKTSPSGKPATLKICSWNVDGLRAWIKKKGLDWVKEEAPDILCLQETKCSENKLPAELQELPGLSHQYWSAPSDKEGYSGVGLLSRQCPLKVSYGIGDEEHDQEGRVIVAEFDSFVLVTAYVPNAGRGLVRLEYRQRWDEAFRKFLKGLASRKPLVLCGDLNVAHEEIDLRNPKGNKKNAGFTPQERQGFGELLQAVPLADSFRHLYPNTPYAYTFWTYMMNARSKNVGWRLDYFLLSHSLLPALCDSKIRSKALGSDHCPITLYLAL
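Step 1: APE1 (0.75 nM) with compound, 15 min RT. Step 2: add 50 nM fluorophore/quencher THF duplex. Step 3: three fluorescence reads 60 s apart (525/598 nm); read 3 minus read 1 = reaction progress.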
Pol eta inh: blocks human DNA polymerase eta activity; 390,000 compounds, 1.2% hits; recombinant Pol eta, fluorescent DNA replication assay; Potency, µM (highest dose often 114 µM), for the others: top-dose activity change, negative = inhibition, usual class: inhibitors; Q9Y253; further: potency means the concentration at half of the fitted maximal effect; on the % scale 0 is the no-effect control and ±100 the full control effect
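Fluorescent replication assay: 50 nM final substrate added after a 15 min room-temperature compound preincubation with 10 nM enzyme. Signal taken at 0 min and again at 10 min.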
PGK inhibitor: blocks T. brucei phosphoglycerate kinase. P07378. PGK/GAPDH coupled, Kinase-Glo luminescence, 60 min. Potency, µM (titrated, usually from 57.5 µM), for inactives: top-dose activity change, negative = inhibition, actives largely listed as inhibitors. 380,000 compounds, 0.043% hits. AID 602233; further: potency means the concentration at half of the fitted maximal effect; on the % scale 0 is the no-effect control and ±100 the full control effect; nearly all actives have a fitted effect of over 60% in size
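Luminescent ATP detection (Kinase-Glo Plus) follows a 60-minute room-temperature incubation, with wells lacking PGK as controls. Buffer: 100 mM TEA (pH 7.6), 5 mM MgCl2, 0.01% Tween-20. Coupling enzyme GAPDH (100 nM final) supplies unstable 1,3-BPG in-well.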
BLM inh: Bloom syndrome helicase (human) inhibition. 350,000 compounds, 0.2% hits. Potency, µM (highest dose often 56.1 µM), for inactives: at the highest dose activity change, negative = inhibition, most hits filed as inhibitors. P54132. recombinant BLM DNA unwinding, fluorescence dequenching;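 further: potency means the concentration at half of the fitted maximal effect; plate controls were vehicle for no effect and no enzyme for full effect; nearly all actives have a fitted effect of over 35% in size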
Anesthetic bind: candidate novel general anesthetic via apoferritin binding; P02791; apoferritin/1-aminoanthracene competitive binding, fluorescence; Potency, µM (titrated, usually from 77.5 µM), without a hit: at the top dose activity change, negative = displacement, most hits filed as inhibitors; 350,000 compounds, 0.074% hits; further: potency means the concentration at half of the fitted maximal effect; on the % scale 0 is the no-effect control and ±100 the full control effect; nearly all actives have a fitted effect of over 20% in size
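Horse-spleen apoferritin (10 uM) was mixed with 50% saturated 1-aminoanthracene in PBS, exposed to compounds for 10 min at room temperature, and read for fluorescence (ex 380 nm, em 535 nm). Competitive displacement was fitted with a four-parameter Hill equation.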
Pol beta inh: DNA polymerase beta (human) inhibition. 340,000 compounds, 1.3% hits. Pol beta primer extension/strand displacement, fluorescence kinetic. Potency, µM (top dose mostly 114 µM), for inactives: top-dose activity change, negative = inhibition, most hits filed as inhibitors; further: potency means the concentration at half of the fitted maximal effect; on the % scale 0 is the no-effect control and ±100 the full control effect
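Enzyme-only controls used 10 nM Pol beta; buffer lacking enzyme served as negative control. Compound preincubated 15 min, then 50 nM substrate added; 0 and 10 min reads at room temperature.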
The depositor's hits bear a star; i = inactive; ? = inconclusive; . = not tested or not shown; & = joins results of further samples; [ ] = dose if it differs, or a comment. Unless noted, the call rests on the fitted dose curve; in most records, active means well fitted curve in the direction sought with a large enough effect; inconclusive means small, poorly fitted or top-dose-only effect, or another doubt; inactive means no such curve, though single readings can be large; an effect the other way counts as inactive or inconclusive. These rows are one share of the data; the hit share may differ from the screen's.

Values in the order – APEX1 inh	Pol kappa inh	Pol eta inh	Anesthetic bind	PGK inhibitor	RXFP1 antagonist	Pol iota inh	Pol beta inh	BLM inh
COCCCOc1ccnc(CS(=O)c2nc3ccccc3[nH]2)c1C (centres undefined)
  -5%&-2%	-24%	3%	-17%&-3%	-3%	12	39%[activator]	-4%	-1%&3%
CCCCOC(=O)c1ccccc1C(=O)OCc1ccccc1
  37%&2%	-4%	-2%	.	-6%	?	-28%	.	.
CN(CCC(N)CC(=O)NC1C=CC(n2ccc(N)nc2=O)OC1C(=O)O)C(=N)N (centres undefined)
  -5%	-7%[60.1 µM]	.	-17%	.	.	.	.	-15%
Cc1ccc(C)c(NC2=NCCCS2)c1
  0%	-6%	-9%	-12%	-1%	-28	-4%	0%	1%
COC(=O)C1C=C2c3cccc4[nH]cc(c34)CC2N(C)C1 (centres undefined)
  -9%	.	.	6%	.	.	.	0%	-26%
O=c1c2ccccc2nc2n1CCS2(=O)=O
  4%	-4%	-3%	-5%	-10%	-7	37%[activator]	3%	1%
CC(=O)Nc1nc(CCl)cs1
  -5%	0%	-10%	-1%	-10%	-9	13%	-1%	-1%
COc1ccccc1-c1nc2c(c(SCc3cccc(Cl)c3)n1)Cc1c(CO)cnc(C)c1O2
  .	-5%	-19%	-15%	-9%	-31	40%[activator]	2%	-3%
CCCNC(=O)N1CCC2(CC1)OCCO2
  -5%	-4%	5%	-3%	-4%	3	9%	17%	2%
COc1ccc2c3c1O[C@H]1C[C@@H](O)C=C[C@@]31CCN(C)C2
  -2%&-1%&2%	-1%	-13%	-1%&1%	i	.	8%	12%	3%&3%&-4%
Cn1c(O)c(Cc2ccc(OCc3ccccc3)cc2)c(=O)n(C)c1=O
  -1%	13%	-7%	8%	-11%	-3	?	33%	-2%
COC1C(OC(=O)c2ccc(C)[nH]2)C(O)C(Oc2ccc3c(O)c(NC(=O)c4ccc(O)c(CC=C(C)C)c4)c(=O)oc3c2Cl)OC1(C)C (centres undefined)
  4%	-17%	?	1%	i	.	-22%	45µM*	-14%
CN(C(=O)Oc1cccc2ccccc12)C1C=CCC1 (centres undefined)
  .	3%	-15%	.	i	-18	63%[activator]	.	.
CN(C)c1ccc(C(O)P(=O)(OC2CCCCC2)OC2CCCCC2)cc1 (centres undefined)
  11%	-5%	-12%	-13%	i	?	51%[activator]	-1%	-4%
COc1ccc2c(c1)CCc1c(C(=O)Nc3c(C)nn(Cc4ccccc4C)c3C)noc1-2
  .	-13%	-15%	-5%	4%	-24	43%[activator]	19%	-15%
COC(=O)C1=C(c2ccc(OC)c(OC)c2)C[C@@H]2CC[C@H]1N2C(=O)NC1CC1
  44%	18%	-11%	.	i	.	31%[activator]	.	.
O=C1OC(c2ccc([N+](=O)[O-])cc2)=N/C1=C/N1CC2CC(C1)c1cccc(=O)n1C2 (centres undefined)
  5%	-8%	0%	-11%	-4%	-3	-18%	26%	1%
CN1[C@@H]2CC[C@H]1CC(OC(=O)c1cc(Cl)cc(Cl)c1)C2 (some centres undefined)
  7%	-6%[19.4 µM]	.	.	.	-8	.	.	-6%
Nc1ncnc2c1ncn2[C@@H]1O[C@@H]2CO[P@](=O)(S)O[C@H]2[C@H]1O
  1%	-15%[60.1 µM]	.	-2%	.	.	.	.	-3%
Cc1ccc2nc(N3CCN(C)CC3)[nH]c2c1
  0%	-19%	-1%	3%	0%	1	-10%	-1%	-7%
COc1ccc(CCn2c(O)c(C=NCCCn3ccnc3)c(=O)[nH]c2=O)cc1OC
  -1%	9%	-10%	-17%	-6%	0	34%[activator]	0%	1%
CCNC(=O)O/N=C(\C)c1sc(-c2ccc(Cl)cc2)nc1C
  -6%	-13%	-18%	?	-9%	-15	?	-5%	0%
Cc1ccc(C(O)(C(=O)NNC(=O)CN2CCN(C)CC2)c2ccc(C)cc2)cc1
  16%	-14%	1%	10%	-1%	-11	64%[activator]	2%	-4%
CC(C)(C)NC(=O)NC(=O)CN1CC=C(c2ccccc2)CC1
  -4%	5%	-24%	-13%	-4%	-18	-6%	9%	-2%
COC(=O)C1=C(c2c(C)noc2C)C[C@@H]2CC[C@H]1N2C(=O)NCC1CC1
  8%	-21%	-6%	.	7%	.	?	.	.
CCOC(=O)C(O)(c1ccc(N=Cc2ccccc2O)c(C)c1)C(F)(F)F (centres undefined)
  4%	-3%[60.1 µM]	13%	?	-6%	-2	6%	-9%	0%
Oc1ccc(CC2CC3CCN2CC3)cc1O (centres undefined)
  -1%	-15%	-3%	-10%	-8%	-4	7%	17%	2%
Cn1cc(C(=O)OCC(=O)NC2CCCC2)c2ccccc21
  23%	-5%	-21%	.	i	-2	2%	.	.
CCOP(=O)(C1=C(O)C(=O)C(C(C)(C)C)=CC1=O)c1ccccc1 (centres undefined)
  -3%	-8%	-5%	-11%	5%	10	32µM*	-11%	-11%
CCC(=NCCCN1CCOCC1)c1c(O)n(-c2ccccc2C)c(=O)[nH]c1=O
  -1%	11%	-5%	-1%	i	-1	36%	7%	-6%
COc1ccc(/C=N\N=C(N)N)cc1
  2%	-1%	-2%	-1%	-2%	1	53%[activator]	12%	5%
CC(COc1ccccc1)N(CCCl)Cc1ccccc1 (centres undefined)
  -6%&-4%&-45%	?	-4%	2%&-7%	i	-14	-18%	21%	-4%&-4%&-3%
O=C(c1c[nH]cc1-c1ccccc1)c1cccc2ccccc12
  -3%	-4%	-1%	-16%	-7%	-10	6%	-12%	-12%
CC12CCC3C(CCC4CC(=O)C(C(O)C(F)(F)F)CC43C)C1CCC2O (centres undefined)
  .	-9%	-5%	.	2%	5	5%	.	.
CC[C@@]1(O)C(=O)OCc2c1cc1n(c2=O)Cc2cc3c(NC(=O)CN)cccc3nc2-1
  10%	-18%	-14%	168%[activator]	-2%	6	?	?	-5%
CC(=O)Nc1ccc2c(c1)CC1(C(=O)N(C)C(=O)N(C)C1=O)C1CCCN21 (centres undefined)
  -6%	-8%	?	27%	2%	8	?	14%	1%
CCOP(=O)(CCP(=O)(OCC)OCC)OCC.C[CH2][Sn]([Cl])([Cl])[CH2]C
  .	-8%	-14%	.	14%	-14	12%	.	.
COc1cc(/C=C2\C(=O)NC(=O)N(c3ccccc3)C2=O)c([N+](=O)[O-])cc1OC
  -4%	-7%	-23%	-15%	-2%	-21	136%[activator]	13%	-3%
CCC(=NCc1cccnc1)c1c(O)n(Cc2ccccc2)c(=O)[nH]c1=O
  1%	-11%	-3%	-22%	4%	-4	15%	?	1%
COc1cccc(-n2c(CN3CCN(C)CC3)nc3ccc([N+](=O)[O-])cc3c2=O)c1
  10%	-26%	-4%	-22%	7%	-3	-2%	-26%	-5%
Clc1cccc(CN2CCCCC2c2cccnc2)c1 (centres undefined)
  17%	-8%	-3%	?	.	0	?	-15%	-6%
O=C(O)c1cccc(NC(=O)N2C[C@H]3C[C@@H](C2)c2cccc(=O)n2C3)c1
  9%	-8%	-13%	-2%	1%	.	-4%	11%	-1%
CNCCc1cnc[nH]1
  1%&2%&-3%	-1%[60.1 µM]	.	7%&5%	.	.	.	.	5%&0%
COC(=O)C(C)Oc1cc(C)cc2oc(=O)c3c(c12)CCC3 (centres undefined)
  3%	-2%	-5%	?	i	7	3%	2%	3%
Nc1c(C(=O)Nc2ccc(Cl)cc2)sc2nc3c(cc12)N1CCC3CC1
  .	-16%	-19%	42%[activator]	-5%	.	6%	?	-23%
NS(=O)(=O)OC(CCc1ccccc1)C(Cl)(Cl)Cl (centres undefined)
  32%	-14%	?	?	-5%	.	?	-17%	?
N#CC(c1cccnc1)N1CCOCC1 (centres undefined)
  10%	5%	-23%	-7%	-9%	-1	27%	1%	-2%
COC(=O)C1=C(c2ccc(OC(F)(F)F)cc2)C[C@@H]2CC[C@H]1N2C(=O)NCCOc1ccc(OC)cc1
  -5%	0%	-28%	.	-3%	.	7%	.	.
O=C1NC2NC(=O)N([N+](=O)[O-])C2N1 (centres undefined)
  3%	-7%	43%[activator]	4%	2%	3	?	0%	1%
Cc1cc(OCC(=O)N2CCCN(C)CC2)ccc1Cl
  -7%	5%	-1%	-6%	12%	1	50%[activator]	-12%	2%

Shown as labelled records: part of the list above.
Clc1cccc(CN2CCCCC2c2cccnc2)c1 (centres undefined)
  APEX1 inh = 17%	Pol kappa inh = -8%	Pol eta inh = -3%	Anesthetic bind = ?	PGK inhibitor = .	RXFP1 antagonist = 0	Pol iota inh = ?	Pol beta inh = -15%	BLM inh = -6%

O=C(O)c1cccc(NC(=O)N2C[C@H]3C[C@@H](C2)c2cccc(=O)n2C3)c1
  APEX1 inh = 9%	Pol kappa inh = -8%	Pol eta inh = -13%	Anesthetic bind = -2%	PGK inhibitor = 1%	RXFP1 antagonist = .	Pol iota inh = -4%	Pol beta inh = 11%	BLM inh = -1%

Next section.
Values in the order – APEX1 inh	Pol kappa inh	Pol eta inh	Anesthetic bind	PGK inhibitor	RXFP1 antagonist	Pol iota inh	Pol beta inh	BLM inh
O=C1CN=C(c2ccccc2F)c2cc(Cl)ccc2N1
  3%	3%	-8%	-10%	-7%	.	20%	-1%	-1%
Cc1ccc(CS(=O)(=O)Cc2ccc(C(=O)N3CCC4(CC3)OCCO4)o2)cc1
  1%	-2%	-11%	-10%	-5%	2	-20%	31%	1%
CSc1ccccc1C(=O)C1CCCN(Cc2ccccn2)C1 (centres undefined)
  6%	-4%	-5%	-15%	3%	-8	18%	-14%	-1%
Cc1cc(C(C)(C)C)cc(C)c1CC1=NCCN1
  7%	-5%[60.1 µM]	-11%	1%	i	-2	11%	67%[activator]	0%
C=CCn1c(O)c(C(CC)=NCCc2c[nH]c3ccccc23)c(=O)[nH]c1=O
  3%	-2%	-23%	3%	-10%	-9	61%[activator]	25%	-1%
Cc1ccccc1-n1c(O)c(/C=N/NC(=O)c2ccncc2)c(=O)[nH]c1=O
  0%	-1%	-5%	-2%	-6%	4	-4%	0%	-5%
CCOC(=O)C(NC(C)=O)C(OC(C)=O)c1cccc(N(CCCl)CCCl)c1 (centres undefined)
  -1%	-17%	-2%	-9%	4%	-3	4%	3%	2%
